Screens deposited in PubChem BioAssay by National Center for Advancing Translational Sciences (NCATS).
D3 antag – D3 dopamine receptor (human) antagonism; P35462; D3R cells, DiscoveRx beta-arrestin luminescence, antagonist mode; hits give low values; max response, negative = inhibition, %; hit rate 2.5% among 360,000; in the data active = max response below about -50%; inconclusive = no clear call, values can overlap the other calls; note: % is set by controls: 0 for no effect and ±100 for the full control effect; mostly tested at two doses, the higher about 12 µM
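Cells expressing the human receptor were seeded at 1500 cells/well, incubated overnight at 37 degrees C in 5% CO2, then exposed to library compounds with dopamine controls for 90 minutes at 37 degrees C before luminescent detection.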
GLP1R cytotox – cytotoxicity counter-screen for GLP-1 receptor inverse agonists; HEK293 cAMP-luciferase reporter cells, luminescence, 24 h; Potency, µM (highest dose often 38.3 µM), for the others: top-dose activity change, negative = inhibition, hits mostly inhibitors; hit rate 0.13% among 410,000;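 note: loss of luciferase light is scored as toxicity; potency is the fitted concentration of half-maximal effect; % is set by controls: 0 for no effect and ±100 for the full control effect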
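MLSMR compounds, 24 hr on cells at 37 deg C/5% CO2; luminescence after luciferase reagent (12 min RT). Inhibition counted as the undesired cytotoxic outcome.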
GLP1R ag – GLP-1 receptor (human) agonism; hit rate 0.007% among 380,000; AID 624172; HEK293 GLP-1R CRE-luciferase, luminescence, 4-6 h; cells express a hypersensitive GLP-1R form; P43220; Potency, µM (series often up to 45.6 µM), for inactives: at the top dose activation, most hits filed as activators; note: potency is the fitted concentration of half-maximal effect; % of control where 0% means no effect
Target sequence (P43220 whole entry, looked up): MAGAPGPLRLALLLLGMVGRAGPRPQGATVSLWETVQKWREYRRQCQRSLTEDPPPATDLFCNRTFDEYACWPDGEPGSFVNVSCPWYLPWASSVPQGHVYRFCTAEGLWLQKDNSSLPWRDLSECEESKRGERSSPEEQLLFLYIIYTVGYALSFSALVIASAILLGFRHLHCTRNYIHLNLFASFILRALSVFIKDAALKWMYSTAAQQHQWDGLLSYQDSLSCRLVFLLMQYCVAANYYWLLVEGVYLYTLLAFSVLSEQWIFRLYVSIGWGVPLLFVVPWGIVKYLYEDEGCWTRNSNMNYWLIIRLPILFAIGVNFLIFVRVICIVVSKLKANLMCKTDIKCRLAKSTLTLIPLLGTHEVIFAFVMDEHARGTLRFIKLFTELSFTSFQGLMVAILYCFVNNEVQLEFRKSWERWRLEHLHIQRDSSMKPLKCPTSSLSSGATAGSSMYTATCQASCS
aSyn yeast inh – rescues yeast growth from alpha-synuclein toxicity | Yeast expressing alpha-synuclein, growth rescue, BacTiter-Glo, 24 h | Potency, µM (titrated, usually from 46.1 µM), for the others: at the top dose growth rescue (activation), most hits filed as activators | hit rate 0.14% among 370,000; note: potency is the fitted concentration of half-maximal effect; % of control where 0% means no effect; nearly all actives have a fitted effect of over 65% in size
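Rescue of yeast growth: cells expressing toxic alpha-synuclein, induced in galactose at OD600 0.02, incubated with compound 24 h at 30 C. ATP luminescence quantified growth; inhibitors of toxicity appear as activators.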
GLP1R inv ag – inverse agonists of human GLP-1 receptor; hit rate 1.6% among 410,000; AID 624417; P43220; Potency, µM (top dose mostly 38.3 µM), inactives show at the highest dose activity change, negative = inhibition, usual class: inhibitors; HEK293 GLP-1R CRE-luciferase, luminescence, 24 h; GLP-1R form is constitutively active; note: potency is the fitted concentration of half-maximal effect; % is set by controls: 0 for no effect and ±100 for the full control effect; nearly all actives have a fitted effect of over 55% in size
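qHTS in 1536-well format: reporter HEK293 cells expressing constitutive GLP-1R activity in DMEM + 10% Nu serum, 24 hr with compounds at 37 deg C, luminescence read after 12 min with detection reagent.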
PTHR1 ag – agonists of human PTHR1 parathyroid hormone receptor; hit rate 0.075% among 410,000; AID 743266; Q03431; HEK293 GP2 PTHR1 cells, GloSensor cAMP luminescence, 1 h; Potency, µM (top dose mostly 115 µM), without a hit: at the top dose activation, usual class: activators; note: potency is the fitted concentration of half-maximal effect; nearly all actives have a fitted effect of over 55% in size; some results filed as inactive show a strong effect at the top dose; inactives centre near -15; many of its hits are not listed in these tables
Target sequence (Q03431 whole entry, looked up): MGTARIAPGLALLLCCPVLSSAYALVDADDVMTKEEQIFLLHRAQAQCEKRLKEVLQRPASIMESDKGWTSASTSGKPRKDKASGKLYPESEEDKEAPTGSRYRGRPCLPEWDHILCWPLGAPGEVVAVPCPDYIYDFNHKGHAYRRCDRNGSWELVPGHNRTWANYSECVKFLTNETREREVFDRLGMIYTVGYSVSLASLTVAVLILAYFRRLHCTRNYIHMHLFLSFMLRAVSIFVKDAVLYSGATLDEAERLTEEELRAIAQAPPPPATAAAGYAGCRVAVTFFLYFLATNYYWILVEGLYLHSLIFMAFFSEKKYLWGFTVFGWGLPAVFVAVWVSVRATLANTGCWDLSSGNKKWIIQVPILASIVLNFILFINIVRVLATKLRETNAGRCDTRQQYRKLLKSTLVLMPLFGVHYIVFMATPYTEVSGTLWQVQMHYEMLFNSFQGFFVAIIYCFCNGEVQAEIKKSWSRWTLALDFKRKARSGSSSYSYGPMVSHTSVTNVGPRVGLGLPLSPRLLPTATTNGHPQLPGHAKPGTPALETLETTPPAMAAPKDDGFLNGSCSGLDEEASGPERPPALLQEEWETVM
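HEK-293-derived GP2 cells expressing PTHR1 and a GloSensor cAMP reporter, 3,000/well, plated overnight, given luciferin plus IBMX (each 0.5 mM as added) for 1 h at 37 °C, then compound for 1 h at 37 °C. Luminescence was read after 15 min at room temperature.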
KB-V1 cytotox – KB-V1 MDR subline cytotoxicity; AID 1347076; hit rate 3.4% among 400,000; Potency, µM (highest dose often 46.1 µM), without a hit: at the top dose activity change, negative = cytotoxicity, most hits filed as cytotoxic; KB-V1 MDR cells viability, CellTiter-Glo, 72 h; note: potency is the fitted concentration of half-maximal effect; % is set by controls: 0 for no effect and ±100 for the full control effect; nearly all actives have a fitted effect of over 60% in size
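Readout: CellTiter-Glo luminescence, 10 min after addition. Cells: KB-V1 MDR subline, 72 h at 37 degrees C with compound. Analysis: corrected, normalized data fitted to concentration-effect curves.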
TDP-43 yeast inh – rescues yeast growth from TDP-43 toxicity. hit rate 1.8% among 410,000. Potency, µM (highest dose often 46.1 µM), inactives show at the top dose growth rescue (activation), usual class: activators. TDP-43 expressing yeast growth rescue, BacTiter-Glo, 24 h; note: potency is the fitted concentration of half-maximal effect; % of control where 0% means no effect; nearly all actives have a fitted effect of over 50% in size
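Yeast cells expressing TDP-43 under galactose induction are exposed to compounds for 24 hr at 30 deg C. BacTiter-Glo luminescence measures growth, so protective compounds score as activators.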
DRD3 agonist – D3 dopamine receptor (human) agonism; P35462; D3R DiscoveRx beta-arrestin cells, luminescence, 90 min; max activation, %; hit rate 0.58% among 410,000; AID 652048; in the data active = max activation above about 30%; note: 0% is about no effect; mostly tested at two doses, the higher about 12 µM
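Cells at 1500/well, incubated overnight, then treated with pinned compounds (dopamine as control) for 90 min at 37 degrees C. DiscoveRx reagent added for 30 - 60 minutes at room temperature; luminescence read.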
Starred values were filed as active, the others as inactive; i = inactive; ? = inconclusive; . = not tested or not shown; [ ] = another dose, or the depositor's remark. Unless noted, calls come from the whole dose curve; as a rule, active = well fitted curve in the direction sought with a large enough effect; inconclusive = small, poorly fitted or top-dose-only effect, or another doubt; inactive = no such curve, though single readings can be large; an effect the other way counts as inactive or inconclusive.

| canonical_smiles | D3 antag | GLP1R cytotox | GLP1R ag | aSyn yeast inh | GLP1R inv ag | PTHR1 ag | KB-V1 cytotox | TDP-43 yeast inh | DRD3 agonist |
| --- | --- | --- | --- | --- | --- | --- | --- | --- | --- |
| COc1ccc(Cl)cc1NC(=O)Nc1cccc([N+](=O)[O-])c1C | -76.1* | -9.1% | 0.4% | -0.7% | ? | -17.2%[57.5 µM] | -20.6% | 0.8% | -16.7 |
| Cc1cccc(NC(=O)Cn2c(=O)n(Cc3ccccc3)c(=O)c3c(C)c(C)sc32)c1 | 21.4 | ? | -18.8% | -4.9% | 16.6% | i | 5.17µM* | 18.5% | -1.5 |
| O=c1[nH]ncc(NCCCO)c1Cl | 11.9 | 11.6% | 2.6% | -7.8% | 9.7% | -12.0%[57.5 µM] | 2.8% | -8.5% | -2.2 |
| Cc1ccc(C(=O)NCc2ccco2)cc1S(=O)(=O)N1CCOCC1 | 15.0 | -2.3% | -2.8% | 2.0% | 0.3% | i | 19.3% | 6.8% | 1.5 |
| CCCC(=O)C1=C(O)C(C(=O)OC)C(C)(C)CC1=NCCc1ccccc1 (stereo not drawn) | -22.4 | 6.5% | 11.8% | 8.1% | ? | 11.6% | ? | -12.9%[1.82 µM] | -19.5 |
| CCN(CC)CCCNC(=O)C1CCC(CNS(=O)(=O)c2ccc(Cl)cc2)CC1 (stereo not drawn) | 2.9 | -6.0% | 4.5% | -6.9% | ? | i | 8.8% | 4.3% | 3.1 |
| CO/N=C/c1ccc(N2CCN(C(=O)c3ccc(Cl)cc3Cl)CC2)c([N+](=O)[O-])c1 | 56.6 | -28.0% | -9.3% | 9.8% | -11.6% | -0.7%[57.5 µM] | 2.59µM* | ? | 10.8 |
| COc1ccc(-c2nc3sc(CCNC(=O)C(=O)Nc4c(C)cccc4C)c(C)n3n2)cc1 | . | -11.4% | . | . | -1.3% | -8.7% | . | 8.2% | -6.5 |
| CCOC(=O)c1cc(C)sc1NC(=O)C(c1ccccc1)c1ccccc1 | 15.6 | 7.3% | 9.0% | 7.3% | ? | -5.2% | 7.2% | 11.8% | 6.2 |
| O=C(COc1coc(CN2CCN(c3ccccc3)CC2)cc1=O)Nc1ccc(F)cc1 | -16.5 | -5.4% | 0.1% | -5.5% | 2.4% | -11.2% | 2.2% | -21.5% | -4.7 |
| COc1ccccc1-n1cnnc1SC(C)C(=O)Nc1cccc([N+](=O)[O-])c1 (stereo not drawn) | -16.5 | -3.9% | 6.3% | -2.2% | 3.7% | i | ? | -10.6% | -4.6 |
| Cn1c(=O)n(C)c2cc(S(=O)(=O)NCC(=O)O)ccc21 | 2.6 | -1.9% | 1.6% | -1.6% | 5.9% | i | -0.6% | -1.2% | 10.6 |
| CC(OC(=O)CCN=C1NS(=O)(=O)c2ccccc21)C(=O)Nc1ccc(F)cc1 (stereo not drawn) | -23.6 | -0.1% | -6.0% | 0.4% | -13.7% | -71.2%[inhibitor] | -20.5% | 3.0% | -6.5 |
| CCNC(=S)NS(=O)(=O)c1ccc(F)cc1 | -21.4 | 3.5% | 0.4% | 2.7% | -8.9% | i | -4.6% | -5.1% | -3.0 |
| COc1ccccc1N1CCN(/N=C/c2cc([N+](=O)[O-])ccc2Cl)CC1 | 11.7 | -1.2% | -5.3% | -11.0% | -4.4% | -11.5% | -19.5% | ? | -8.7 |
| O=C1OC[C@H]2CCCN2C(=O)[C@@H](CC(=O)N(CCO)Cc2ccccc2)C/C=C\CC[C@H]1Cc1ccc(F)cc1 | -24.9 | 7.8% | -3.7% | 1.0% | ? | -57.7%[inhibitor] | -13.0% | 13.9% | -34.1 |
| COc1cccc(-c2oc3c(c2-c2ccc(OC)nc2)C(O)CCC3)c1 (stereo not drawn) | 15.5 | -1.2% | -3.1% | -2.0% | ? | -45.5%[inhibitor] | -24.2% | 17.3% | -3.4 |
| COC(=O)[C@]12CCCCC=C1N(CCc1ccc(OC)c(OC)c1)C(=O)[C@H](CC(=O)NCCC(C)C)C2 | ? | 15.0% | . | -0.7% | -12.5% | 22.1% | ? | -25.8% | -13.0 |
| O=C(c1ccc2c(c1)OCO2)N1CCN(S(=O)(=O)c2ccc(Cl)cc2)CC1 | -1.7 | 16.6% | 1.6% | 7.5% | -21.3% | -40.4% | -17.1% | 16.6% | 14.1 |
| Cc1cc2nc(-c3ccco3)c(Cc3cccc(Cl)c3)n2c(C)c1Br | ? | 2.1% | -2.3% | 1.5% | -27.1% | -73.5%[inhibitor] | 16.9% | 12.6µM* | -6.6 |
| CN(C)CCN(Cc1cc2cc3c(cc2[nH]c1=O)OCO3)C(=S)NCc1ccco1 | 7.6 | 2.5% | 5.8% | 1.6% | 20.2% | i | -0.9% | -8.0% | -1.7 |
| CCc1c(C(C)S(=O)(=O)c2ccccc2)[nH]c(=O)n1CC (stereo not drawn) | 2.9 | -4.4% | 1.2% | -1.8% | 19.9% | i | 11.0% | -21.0% | -12.1 |
| COc1ccc(OC)c(C2C(C(=O)N(C)C)=C(C)Nc3nc4ccccc4n32)c1 (stereo not drawn) | 12.2 | -3.6% | -0.6% | 1.9% | 5.8% | -6.7%[57.5 µM] | 0.0% | -7.1% | -3.3 |
| Cc1ccc(NC(=O)CN2C(=O)C3C4C=CC(C4)C3C2=O)cc1 (stereo not drawn) | -19.8 | 0.0% | -1.6% | 3.7% | 9.2% | -20.4% | ? | -11.1% | -7.7 |
| CC(=O)Nc1ccc(S(=O)(=O)Nc2nc(C)nc3sc4c(c23)CCC4)cc1 | -16.7 | 2.9% | -2.9% | 1.6% | 27.9% | -21.6% | -17.0% | -12.8% | -0.6 |
| CC(CN1CCCC1)C(=O)NN (stereo not drawn) | 16.5 | -0.7% | 3.1% | 1.4% | 10.3% | i | 7.6% | 12.8% | 0.9 |
| CCOc1ccc(Nc2ncnc3scc(-c4ccc(OC)cc4)c23)cc1 | . | -6.2% | . | . | 3.3% | -1.2% | -2.9% | -16.3% | 2.9 |
| CCCCOc1ccc(S(=O)(=O)n2c(C)nc3ccccc32)cc1 | 8.0 | -2.1% | 0.8% | 0.0% | 0.7% | -1.1%[57.5 µM] | ? | -0.2% | -5.4 |
| Cc1cc(NC(=O)OC(C)(C)C)c(-n2nnnc2C(C(=O)c2ccc3c(c2)OCO3)N2CCN(c3ccccn3)CC2)cc1C (stereo not drawn) | -24.5 | 2.9% | . | -1.0% | 5.7% | i | ? | 3.9% | 3.0 |
| COCCSc1ccccc1C(=O)Nc1nnc(COC)s1 | -4.8 | 8.8% | -7.9% | -3.4% | 4.7% | -46.8%[inhibitor][57.5 µM] | -21.4% | -5.2% | 16.7 |
| COc1ccc(CCNC(=O)C2CC3Cn4c(nc5cc(C)c(C)cc54)C3N2C)cc1 (stereo not drawn) | 30.2 | 2.4% | 1.2% | 4.2% | 8.1% | i | 16.0% | 18.3% | -3.7 |
| CCOC(=O)c1cc2c(=O)n3ccccc3nc2n(C(C)C)c1=NC(=O)c1ccco1 | 7.8 | 289.9%[activator] | 21.0% | 0.6% | 244.9%[activator] | -10.4% | ? | 25.7% | 2.5 |
| CCC(C(=O)NC1CCCCC1)N(Cc1cccs1)C(=O)CCC(=O)Nc1cc(C)on1 (stereo not drawn) | 6.6 | 0.5% | 9.2% | 1.0% | -2.1% | i | -5.3% | -5.5% | -0.5 |
| Cc1ccc(N(C(=O)Cn2nnc3ccccc32)C(C(=O)NCc2ccco2)c2ccc(C)o2)cc1 (stereo not drawn) | 27.0 | 15.1% | 12.4% | -1.3% | ? | i | 0.0% | 20.2% | -7.6 |
| Nc1ncc(S(=O)(=O)NCc2ccccc2)cn1 | . | -3.5% | . | . | 2.7% | -21.2% | . | 12.5% | 13.3 |
| OC[C@H]1O[C@@H](c2nc(-c3ccc(C4OCCO4)cc3)no2)[C@H](O)[C@@H]1O | 2.8 | 1.0% | 13.1% | -9.5% | 19.1% | i | -0.5% | 23.2% | 4.7 |
| O=C(NC1CCCC1)C(c1cccnc1)N(C(=O)c1csnn1)c1ccccc1 (stereo not drawn) | -17.5 | 1.9% | 11.6% | -1.8% | 0.5% | i | 27.3% | -4.8% | -2.6 |
| CCCOc1ccccc1C(=O)NCCCC(=O)O | -12.7 | -1.0% | 4.2% | 3.3% | 19.2% | ? | 0.0% | -4.3% | 2.3 |
| Cc1ccc(NC(=O)CCC(=O)N2CCC(C)CC2)c([N+](=O)[O-])c1 | 9.9 | -0.3% | 1.4% | 1.6% | -7.3% | ? | -19.3% | -0.3% | -2.5 |
| COc1ccc(C(=O)N2CCC(C(=O)Nc3ccc(C)cc3)CC2)cc1 | 9.1 | -4.6% | -6.1% | -1.4% | -19.1% | i | -12.4% | 9.4% | 2.8 |
| O=C(Cn1cc2c(n1)CCCCC2)NCCN1CCOCC1 | -25.3 | 10.7% | -6.2% | 0.7% | -73.6% | -17.7% | 7.4% | 9.7% | 4.9 |
| COc1ccccc1C(NC(=O)C1CCCCC1)c1c(O)ccc2ccccc12 (stereo not drawn) | 6.0 | -14.2% | -7.0% | 0.2% | 7.6% | i | -9.0% | 2.3% | 3.0 |
| CCCCOC(=O)c1ccc(N=Nc2c(C)c(C#N)c(O)[nH]c2=O)cc1 | -7.8 | 1.7% | -1.7% | -6.9% | 6.4% | -21.7% | ? | 10.0% | 3.7 |
| COc1ccc(C(=O)c2ccsc2N)cc1 | 12.3 | 9.9% | 16.1% | 7.8% | 2.0% | -9.7% | 19.8% | 11.8% | -0.3 |
| COc1ccc(C2CC(c3ccc(Cl)cc3)Nc3nc(NC(=O)c4ccco4)nn32)cc1 (stereo not drawn) | -6.6 | -2.0% | -13.5% | 1.1% | -6.7% | i | -2.1% | 0.0% | 2.1 |

Not all compounds are listed, so the mix of outcomes need not match the whole.
